Screening data: PubChem BioAssay, several laboratories
GPR55 LPI antagonism: GPR55 antagonists blocking LPI-driven arrestin recruitment, primary screen, imaging, U2OS, beta-arrestin-GFP, LPI agonist (AID 2013); U2OS GPR55 beta-arrestin-GFP translocation imaging, LPI antagonism; higher % means a stronger effect; one-dose inhibition, % at 10 µM; IC50 in µM for titrated hits; 290,000 tested, 0.13% active;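 active = spots per cell inhibited over 60%, with over 100 cells counted and total cytoplasm intensity under 500,000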;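 also: U2OS cells stably carrying GPR55 and arrestin-GFP stimulated by 5 µM LPI near EC80; imaged beta-arrestin-GFP aggregate spots per cell after agonist stimulation; plate controls were LPI-stimulated DMSO wells for no effect and DMSO wells without LPI for full effect; some results filed as inactive read as strong as hits; confirmed hits need IC50 under 10 µM and bright autofluorescent wells are also inconclusive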
KOR beta-arrestin-1: KOR antagonists, beta-arrestin recruitment, cell-based, luminescence, uHTS (AID 1778); KOR beta-arrestin recruitment, luminescence, antagonist mode; higher % means a stronger effect; one-dose inhibition, % at 10 µM; IC50 in µM for titrated hits; 290,000 tested, 0.091% active; also: strong numbers were not always called active
Myeloid diff 2: compounds promoting myeloid differentiation | 360,000 tested, 1% active | ER-HoxA9 myeloid progenitors, lysozyme-GFP differentiation, flow cytometry | calls only at 10 µM;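 active = normalized GFP-positive differentiation at or above the plate's own cutoff, the solvent-only control mean plus 3 SD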;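 also: cells exposed to compound for four days before flow analysis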
NOD1 NF-kB reporter: inhibition of NOD1-driven NF-kB reporter – cell-based, luminescence, uHTS, primary screen (AID 1578). one-dose inhibition, % at 4 µM; EC50 in µM for titrated hits. 290,000 tested, 1% active. NOD1-driven NF-kB luciferase reporter cells, luminescence; higher % means a stronger effect; in the data active = inhibition mostly above about 36%, no sharp cut-off; inactive = mostly below about 34%;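 also: HEK-293T reporter cells stimulated with the NOD1 agonist gamma-tri-DAP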
GPR35 arrestin U2OS: inhibition of zaprinast-stimulated GPR35 beta-arrestin translocation – imaging, U2OS, beta-arrestin-GFP, zaprinast agonist, primary screen (AID 2058); U2OS GPR35 beta-arrestin-GFP translocation imaging, zaprinast antagonism; higher % means a stronger effect; 290,000 tested, 0.052% active; inhibition, % at 10 µM, or IC50 in µM where a hit was titrated;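 active = inhibition of at least 50% with at least 30 cells and total cytoplasm GFP at most 10,000,000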
GPR55 beta-arrestin: GPR55 agonists via beta-arrestin recruitment, primary screen, imaging, U2OS cells, beta-arrestin-GFP redistribution (AID 1961); 290,000 tested, 0.048% active; U2OS GPR55 beta-arrestin-GFP redistribution imaging; higher % means a stronger effect; one-dose activation, % at 10 µM; EC50 in µM for titrated hits;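 active = activation above 40% with more than 50 cells counted in the well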;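 also: U2OS osteosarcoma cells stably expressing GPR55 and beta-arrestin-GFP; plate controls were DMSO negative control for no effect and LPI positive control for full effect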
HEK293 NOD2/NF-kB: NOD2 signaling inhibitors, cell-based, luminescence, uHTS, HEK293 (AID 1566) | 290,000 tested, 0.63% active | HEK293 NOD2/NF-kB luciferase reporter, luminescence; higher % means a stronger effect | inhibition, % at 4 µM, or EC50 in µM where a hit was titrated; also: many of its hits are not listed in these tables
KOR beta-arrestin-2: kappa opioid receptor activators – cell-based, luminescence, uHTS, primary screen (AID 1777); KOR beta-arrestin recruitment, luminescence; higher % means a stronger effect; activation, % at 10 µM, or EC50 in µM where a hit was titrated; 280,000 tested, 0.02% active; in the data active = activation above about 50%, passing the limit was not always enough; also: a part of the inactive calls stands beside numbers as strong as those of hits
HIV fusion peptide: inhibitors of HIV fusion peptide binding, primary screen, biochemical, uHTS, fluorescence dequenching (AID 1986); cell-free peptide binding, fluorescence dequenching, 30 min; higher % means a stronger effect; inhibition, % at 20 µM, or IC50 in µM where a hit was titrated; 290,000 tested, 0.3% active; in the data active = inhibition mostly above about 52%, no sharp cut-off; inactive = mostly below about 76%; also: some results filed as inactive read as strong as hits
Myeloid diff 2 GFP+ MAC1+ %: second read-out of Myeloid diff 2, no call of its own (marks repeat the call); GFP+ MAC1+ double positive, %; measured here: differentiation confirmed by MAC1 staining
* = called active by the depositor; [ ] = remark or other dose. Rule as the data show it, unless noted: active = inhibition above about 50%; inactive = the rest. Only part of the results is shown; count on the stated rates, not on these rows.

For CCOC(=O)c1cnc2ccccc2c1NCCO the results were GPR55 LPI antagonism 6%, KOR beta-arrestin-1 -6%, Myeloid diff 2 inactive, NOD1 NF-kB reporter 18%, GPR35 arrestin U2OS 13%, GPR55 beta-arrestin -1.0%, HEK293 NOD2/NF-kB 11%, KOR beta-arrestin-2 -3.7%, HIV fusion peptide -2.0% and Myeloid diff 2 GFP+ MAC1+ % 0.4.
OC(COc1ccc2c(c1)CCC2)Cn1cnc2ccccc21 (stereo unspecified) was read as GPR55 LPI antagonism -7%, KOR beta-arrestin-1 -62%, Myeloid diff 2 inactive, NOD1 NF-kB reporter 3%, GPR35 arrestin U2OS -11%, GPR55 beta-arrestin 0.0%, HEK293 NOD2/NF-kB -2%, KOR beta-arrestin-2 6.8%, HIV fusion peptide 0.4% and Myeloid diff 2 GFP+ MAC1+ % 0.3.
`FC(F)(F)c1cc(-c2ccco2)nc(-n2nc(C(F)(F)F)cc2C2CC2)n1` gave GPR55 LPI antagonism 3%, KOR beta-arrestin-1 10%, Myeloid diff 2 inactive, NOD1 NF-kB reporter -23%, GPR35 arrestin U2OS -5%, GPR55 beta-arrestin -0.1%, HEK293 NOD2/NF-kB 5%, KOR beta-arrestin-2 -1.8%, HIV fusion peptide -1.2% and Myeloid diff 2 GFP+ MAC1+ % 1.2.
O=C1C(Cc2ccccc2O)NC(=S)N1c1ccccc1 (stereo unspecified) was read as GPR55 LPI antagonism 2%, KOR beta-arrestin-1 36%, Myeloid diff 2 inactive, NOD1 NF-kB reporter -7%, GPR35 arrestin U2OS 0%, GPR55 beta-arrestin -0.2%, HEK293 NOD2/NF-kB 3%, KOR beta-arrestin-2 0.6%, HIV fusion peptide -0.5% and Myeloid diff 2 GFP+ MAC1+ % 0.7.
COC(=O)C1(C)NC(c2ccc(O)cc2)C2C(=O)N(c3ccc4c(c3)OCCO4)C(=O)C21 (stereo unspecified) was read as GPR55 LPI antagonism 6%, KOR beta-arrestin-1 5%, Myeloid diff 2 inactive, NOD1 NF-kB reporter 4%, GPR35 arrestin U2OS 1%, GPR55 beta-arrestin -0.3%, HEK293 NOD2/NF-kB 6%, KOR beta-arrestin-2 2.0%, HIV fusion peptide 5.5% and Myeloid diff 2 GFP+ MAC1+ % 0.5.
`Clc1ccccc1COc1ccc(/C=N/n2cnnc2)cc1` gave GPR55 LPI antagonism -15%, KOR beta-arrestin-1 26%, Myeloid diff 2 inactive, NOD1 NF-kB reporter -36%, GPR35 arrestin U2OS -3%, GPR55 beta-arrestin -0.2%, HEK293 NOD2/NF-kB -24%, KOR beta-arrestin-2 5.4%, HIV fusion peptide 1.2% and Myeloid diff 2 GFP+ MAC1+ % 0.9.
`NNC(=O)/C(=C\c1ccco1)NC(=O)c1ccco1` gave GPR55 LPI antagonism 6%, KOR beta-arrestin-1 10%, Myeloid diff 2 inactive, NOD1 NF-kB reporter 13%, GPR35 arrestin U2OS 24%, GPR55 beta-arrestin -0.2%, HEK293 NOD2/NF-kB 7%, KOR beta-arrestin-2 2.4%, HIV fusion peptide -1.8% and Myeloid diff 2 GFP+ MAC1+ % 0.8.
Screening COc1ccc(NC(=O)Cn2nnc(-c3ccccc3F)n2)cc1 returned GPR55 LPI antagonism 8%, KOR beta-arrestin-1 27%, Myeloid diff 2 inactive, NOD1 NF-kB reporter -26%, GPR35 arrestin U2OS 3%, GPR55 beta-arrestin 0.2%, HEK293 NOD2/NF-kB 3%, KOR beta-arrestin-2 -1.3%, HIV fusion peptide -0.8% and Myeloid diff 2 GFP+ MAC1+ % 0.5.
Screening CC(NC(=O)C1CCCCC1)C(=O)NC1=NCCS1 (stereo unspecified) returned GPR55 LPI antagonism 5%, KOR beta-arrestin-1 -36%, Myeloid diff 2 inactive, NOD1 NF-kB reporter -4%, GPR35 arrestin U2OS -2%, GPR55 beta-arrestin -0.1%, HEK293 NOD2/NF-kB 8%, KOR beta-arrestin-2 2.0%, HIV fusion peptide 0.4% and Myeloid diff 2 GFP+ MAC1+ % 1.2.
Screening NC(=O)CN1CCN(Cc2ccc3c(c2)OCO3)CC1 returned GPR55 LPI antagonism -22%, KOR beta-arrestin-1 -32%[20 µM], NOD1 NF-kB reporter -19%, GPR35 arrestin U2OS -4%, GPR55 beta-arrestin 0.8%, HEK293 NOD2/NF-kB 0%, KOR beta-arrestin-2 -2.6% and HIV fusion peptide -1.6%.
`COc1ccc(-c2oc3cc(OC)c(O)c(OC)c3c(=O)c2OC)cc1O` gave GPR55 LPI antagonism 0%, KOR beta-arrestin-1 -1%, Myeloid diff 2 inactive, NOD1 NF-kB reporter 0%, GPR35 arrestin U2OS -7%, GPR55 beta-arrestin -0.2%, HEK293 NOD2/NF-kB -110%, KOR beta-arrestin-2 -0.9%, HIV fusion peptide -2.2% and Myeloid diff 2 GFP+ MAC1+ % 4.3.
CSC1=NC(C)N2C(SC)=NC(C)N12 (stereo unspecified) was read as GPR55 LPI antagonism -1%, KOR beta-arrestin-1 8%, Myeloid diff 2 inactive, NOD1 NF-kB reporter -8%, GPR35 arrestin U2OS 0%, GPR55 beta-arrestin 0.3%, HEK293 NOD2/NF-kB 7%, KOR beta-arrestin-2 -1.5%, HIV fusion peptide -1.4% and Myeloid diff 2 GFP+ MAC1+ % 0.7.
`CC(C)C[C@@H](C(=O)NCC1CCCO1)N1C(=O)N2CCc3c([nH]c4ccccc34)[C@@]2(C)C1=O` (stereo partly specified) gave GPR55 LPI antagonism -10%, KOR beta-arrestin-1 -6%[20 µM], Myeloid diff 2 inactive, NOD1 NF-kB reporter 1%, GPR35 arrestin U2OS -1%, GPR55 beta-arrestin -0.1%, HEK293 NOD2/NF-kB 3%, KOR beta-arrestin-2 0.4%, HIV fusion peptide -1.3% and Myeloid diff 2 GFP+ MAC1+ % 4.5.
For CCN1CCN(c2c(C(=O)c3ccc(OC)cc3)cnc3ccccc23)CC1 the results were GPR55 LPI antagonism 13%, KOR beta-arrestin-1 15%, Myeloid diff 2 inactive, NOD1 NF-kB reporter -13%, GPR35 arrestin U2OS 3%, GPR55 beta-arrestin -0.3%, HEK293 NOD2/NF-kB 7%, KOR beta-arrestin-2 2.4%, HIV fusion peptide -1.3% and Myeloid diff 2 GFP+ MAC1+ % 2.0.
CC(C)[C@H](NS(=O)(=O)c1cccc(C(F)(F)F)c1)C(=O)OCC(N)=O was read as GPR55 LPI antagonism -5%, KOR beta-arrestin-1 15%, Myeloid diff 2 inactive, NOD1 NF-kB reporter -20%, GPR35 arrestin U2OS -4%, GPR55 beta-arrestin 0.2%, HEK293 NOD2/NF-kB 15%, KOR beta-arrestin-2 -3.5%, HIV fusion peptide -0.9% and Myeloid diff 2 GFP+ MAC1+ % 0.4.
c1ccc(Cc2nnc3sc(-c4cccs4)nn23)cc1 was read as GPR55 LPI antagonism -15%, KOR beta-arrestin-1 -60%, Myeloid diff 2 inactive, NOD1 NF-kB reporter 40%, GPR35 arrestin U2OS -3%, GPR55 beta-arrestin 0.3%, HEK293 NOD2/NF-kB -9%, KOR beta-arrestin-2 3.1%, HIV fusion peptide -1.6% and Myeloid diff 2 GFP+ MAC1+ % 4.6.
CN(C)S(=O)(=O)c1ccc(C(=O)NCCSc2ccc(Br)cc2)cc1 was read as GPR55 LPI antagonism 1%, KOR beta-arrestin-1 5%, Myeloid diff 2 inactive, NOD1 NF-kB reporter -5%, GPR35 arrestin U2OS 10%, GPR55 beta-arrestin -0.3%, HEK293 NOD2/NF-kB 29%, KOR beta-arrestin-2 9.0%, HIV fusion peptide 1.4% and Myeloid diff 2 GFP+ MAC1+ % 0.7.
Cc1ccccc1N1CCN(C2CCCN(C(=O)c3noc4c3CCCC4)C2)CC1 (stereo unspecified) was read as GPR55 LPI antagonism 2%, KOR beta-arrestin-1 12%, Myeloid diff 2 inactive, NOD1 NF-kB reporter 6%, GPR35 arrestin U2OS 11%, GPR55 beta-arrestin 0.0%, HEK293 NOD2/NF-kB 42%, KOR beta-arrestin-2 4.9%, HIV fusion peptide -2.6% and Myeloid diff 2 GFP+ MAC1+ % 0.2.
`CC(C)NCC#CCOc1ccc(Cl)cc1` gave GPR55 LPI antagonism 13%, KOR beta-arrestin-1 -29%, Myeloid diff 2 inactive, NOD1 NF-kB reporter -7%, GPR35 arrestin U2OS -3%, GPR55 beta-arrestin -0.1%, HEK293 NOD2/NF-kB 7%, KOR beta-arrestin-2 -0.6%, HIV fusion peptide -1.1% and Myeloid diff 2 GFP+ MAC1+ % 0.3.
Cc1cccc(C)c1NC(=S)NN1CCN(C)CC1 was read as GPR55 LPI antagonism -4%, KOR beta-arrestin-1 10%, Myeloid diff 2 inactive, NOD1 NF-kB reporter 3%, GPR35 arrestin U2OS -8%, GPR55 beta-arrestin -0.2%, HEK293 NOD2/NF-kB 2%, KOR beta-arrestin-2 0.0%, HIV fusion peptide 0.3% and Myeloid diff 2 GFP+ MAC1+ % 1.5.
For COCCn1c(N)c(NCc2ccccc2)c(=O)[nH]c1=O the results were GPR55 LPI antagonism -12%, KOR beta-arrestin-1 30%, Myeloid diff 2 inactive, NOD1 NF-kB reporter -1%, GPR35 arrestin U2OS 4%, GPR55 beta-arrestin -0.1%, HEK293 NOD2/NF-kB 4%, KOR beta-arrestin-2 -3.7%, HIV fusion peptide 13% and Myeloid diff 2 GFP+ MAC1+ % 0.6.
CCOc1ccc(NC(N)=O)cc1 was read as GPR55 LPI antagonism -4%, KOR beta-arrestin-1 0%, Myeloid diff 2 inactive, NOD1 NF-kB reporter 4%, GPR35 arrestin U2OS 1%, GPR55 beta-arrestin 0.4%, HEK293 NOD2/NF-kB 21%, KOR beta-arrestin-2 -7.3%, HIV fusion peptide 1.3% and Myeloid diff 2 GFP+ MAC1+ % 5.8.
Cc1cc(NC(=O)c2ccc(Cl)cc2)c(C)cc1O was read as GPR55 LPI antagonism -1%, KOR beta-arrestin-1 -16%[20 µM], Myeloid diff 2 inactive, NOD1 NF-kB reporter -25%, GPR35 arrestin U2OS -12%, GPR55 beta-arrestin -0.1%, HEK293 NOD2/NF-kB -5%, KOR beta-arrestin-2 -4.6%, HIV fusion peptide 0.8% and Myeloid diff 2 GFP+ MAC1+ % 0.5.
